# Screens (PubChem BioAssay)
# Tb PGK inh: T. brucei PGK inhibition | P07378 | PGK/GAPDH coupled, Kinase-Glo luminescence, 60 min | Potency, µM (series often up to 57.5 µM), inactives show top-dose activity change, negative = inhibition, hits mostly inhibitors | 380,000 tested, 0.043% active | AID 602233; note: % is set by controls: 0 for no effect and ±100 for the full control effect; nearly all actives have a fitted effect of over 60% in size
#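 Recombinant glycosomal PGK reaction used 1,3-bisphosphoglycerate generated in-well by GAPDH (100nM final) in 100mM TEA pH 7.6, 5mM MgCl2, 0.01% Tween-20. After 60 minutes at room temperature, ATP was read by Kinase-Glo Plus luminescence end-point.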
# GLS inhibitor: blocks human kidney-isoform glutaminase activity; GLS enzymatic activity, qHTS titration; O94925; 410,000 tested, 0.21% active; AID 624170; Potency, µM (top dose mostly 45.5 µM), inactives show top-dose activity change, negative = inhibition, hits mostly inhibitors; note: % is set by controls: 0 for no effect and ±100 for the full control effect
#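 Enzyme dispensed in phosphate buffer (45 mM, pH 8.2, 0.02% Tween-20), compounds pinned in, then 1 mM L-glutamine solution and the glutamate oxidase–HRP–Amplex Red mix added; fluorescence read immediately and again after 30 min at room temperature.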
# HP1b chromo inh: inhibitors of HP1-beta chromodomain binding to methylated histone tails; AlphaScreen HP1-beta / biotin-H3K9me3 peptide binding; Potency, µM (doses to about 114 µM), inactives show at the top dose activity change, negative = inhibition, usual class: inhibitors; 390,000 tested, 0.56% active; note: nearly all actives have a fitted effect of over 70% in size; inactives centre near 23
#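 AlphaScreen: HP1-beta (50 nM) preformed 30 min with biotin-H3(1-18)K9me3 peptide (50 nM) in PBS pH 7.4, 0.01% Tween-20. Compound added for 30 min at RT, then streptavidin donor/nickel chelate acceptor beads (10 ug/mL) for 30 min.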
# ERG Ets-DNA blk: ERG Ets/DNA interaction inhibition; fluorescence polarization, His-ERG Ets domain / labelled DNA; Potency, µM (series often up to 76.9 µM), for inactives: top-dose FP activity, negative = inhibition, most hits filed as inhibitors; 370,000 tested, 0.028% active; AID 624246; active = well fitted inhibition curve with a large enough effect in the polarisation, with a control signal flat; inconclusive = small, poorly fitted or top-dose-only effect, or effect the other way, or a change in a side signal; inactive = no such curve, though single readings can be large or run the other way; the % refers to the polarisation;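 note: polarization taken with two DNA probes labelled with fluorescein and Texas red; % of control where 0% means no effect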
#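 His-tagged ERG Ets domain (1 uM in the protein solution; 300mM KCl, 50mM Tris-HCl, 1mM EDTA, 1mM DTT, pH 7.5) received compound, then a probe mix of 5 nM fluorescein-DNA and 100nM Texas-615-DNA. Fluorescence polarization was read for both dyes.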
# TrxR1 inh: rat TrxR1 inhibition; AID 588453; recombinant rTrxR1, NADPH fluorescence consumption, selenite substrate; Potency, µM (series often up to 114 µM), without a hit: at the highest dose activity change, negative = inhibition, usual class: inhibitors; 390,000 tested, 1% active; note: % is set by controls: 0 for no effect and ±100 for the full control effect; nearly all actives have a fitted effect of over 65% in size
#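 Rat TrxR1 (90 nM in the dispensed reagent) was pre-reduced with 400 uM NADPH for 5 min at room temperature, then incubated with compound for 15 min. After 400 uM selenite was added, NADPH fluorescence (Ex 340/Em 450 nm) was followed for 8 min.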
# JMJD2A Tudor: inhibitors of human JMJD2A Tudor domain; Potency, µM (top dose mostly 114 µM), inactives show at the highest dose activity change, negative = inhibition, most hits filed as inhibitors; AID 504339; AlphaScreen JMJD2A-Tudor / H3K4me3 peptide binding; 390,000 tested, 4.4% active; O75164; note: % is set by controls: 0 for no effect and ±100 for the full control effect; nearly all actives have a fitted effect of over 50% in size
# Target sequence (O75164 whole entry, looked up, the tested form may be a part): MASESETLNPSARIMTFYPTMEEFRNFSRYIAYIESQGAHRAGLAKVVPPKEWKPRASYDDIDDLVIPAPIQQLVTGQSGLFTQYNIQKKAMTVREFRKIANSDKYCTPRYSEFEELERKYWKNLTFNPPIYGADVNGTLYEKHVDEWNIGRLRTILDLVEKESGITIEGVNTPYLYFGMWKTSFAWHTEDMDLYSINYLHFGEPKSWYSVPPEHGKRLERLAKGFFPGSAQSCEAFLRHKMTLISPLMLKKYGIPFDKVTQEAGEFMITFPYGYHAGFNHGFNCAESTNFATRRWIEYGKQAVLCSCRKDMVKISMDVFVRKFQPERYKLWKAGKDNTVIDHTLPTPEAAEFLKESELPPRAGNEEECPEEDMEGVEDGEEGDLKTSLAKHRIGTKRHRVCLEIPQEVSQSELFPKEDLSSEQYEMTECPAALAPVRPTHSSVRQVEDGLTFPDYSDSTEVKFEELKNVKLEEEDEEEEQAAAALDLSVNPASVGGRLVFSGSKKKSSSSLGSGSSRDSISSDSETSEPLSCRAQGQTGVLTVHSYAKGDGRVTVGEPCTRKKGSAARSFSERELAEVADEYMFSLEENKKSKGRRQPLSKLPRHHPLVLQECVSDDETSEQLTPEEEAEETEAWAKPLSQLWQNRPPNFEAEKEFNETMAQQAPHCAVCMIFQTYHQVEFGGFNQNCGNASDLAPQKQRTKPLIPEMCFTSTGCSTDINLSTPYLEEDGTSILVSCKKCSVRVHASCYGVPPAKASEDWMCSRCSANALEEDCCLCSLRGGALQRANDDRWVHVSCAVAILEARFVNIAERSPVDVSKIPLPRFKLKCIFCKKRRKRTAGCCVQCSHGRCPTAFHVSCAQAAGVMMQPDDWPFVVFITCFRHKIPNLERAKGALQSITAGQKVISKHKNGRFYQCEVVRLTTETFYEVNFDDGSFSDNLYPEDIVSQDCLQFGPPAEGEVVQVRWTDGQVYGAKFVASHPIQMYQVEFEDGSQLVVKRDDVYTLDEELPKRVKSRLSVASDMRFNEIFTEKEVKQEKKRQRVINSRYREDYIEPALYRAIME
# 12-LOX inh: ALOX12 (human) lipoxygenase inhibition | purified 12hLO, xylenol orange hydroperoxide absorbance | Potency, µM (doses to about 108 µM), without a hit: top-dose activity change, negative = inhibition, most hits filed as inhibitors | P18054 | 580,000 tested, 1.1% active; note: % is set by controls: 0 for no effect and ±100 for the full control effect
#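 Hydroperoxide product was detected by ferrous iron/xylenol orange as the 573 to 405 nm absorbance ratio. Arachidonic acid at 40 uM (final) was turned over for 30 min at room temperature by 150 nM human 12hLO, pH 7.0 Hepes buffer, after 15 min compound preincubation.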
# Pin1 inhibitor: inhibitors of human Pin1; Q13526; Pin1 FP peptide displacement, HiFluor488, 10 min; 390,000 tested, 0.009% active; AID 504891; Potency, µM (highest dose often 115 µM), without a hit: at the top dose activity, negative = inhibition, usual class: inhibitors; active = well fitted inhibition curve with a large enough effect in the polarisation, with a control signal flat, not every such curve was filed as active; inconclusive = small, poorly fitted or top-dose-only effect, or effect the other way, or a change in a side signal; inactive = no such curve, though single readings can be large or run the other way; the % refers to the polarisation; note: % is set by controls: 0 for no effect and ±100 for the full control effect
# RGS4 inhibitor: inhibitors of human regulator of G protein signaling 4; Transcreener GDP fluorescence polarization, RGS4-accelerated GTP hydrolysis; Potency, µM (series often up to 114 µM), for the others: at the highest dose activity change, negative = inhibition, actives largely listed as inhibitors; 390,000 tested, 0.039% active; note: % is set by controls: 0 for no effect and ±100 for the full control effect; nearly all actives have a fitted effect of over 75% in size; some results filed as inactive show a strong effect at the top dose
#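 MLSMR compounds (23 nl, pin-transferred) preincubated 10 min at room temperature with a 500nM (2x) first reagent, then RGS4 at 900nM (2x) plus Transcreener GDP mix added; fluorescence polarization (620/688 nm) read before and after 90 min at 30 °C.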
# Starred values were filed as active, the others as inactive; i = inactive; ? = inconclusive; / = no result given; & = joins results of further samples; [ ] = remark or other dose. Unless noted, calls come from the whole dose curve; as a rule, active = well fitted curve in the direction sought with a large enough effect; inconclusive = small, poorly fitted or top-dose-only effect, or another doubt; inactive = no such curve, though single readings can be large; an effect the other way counts as inactive or inconclusive. Potency is the fitted concentration of half-maximal effect. This is a subset; count on the stated rates, not on these rows.
SMILES,Tb PGK inh,GLS inhibitor,HP1b chromo inh,ERG Ets-DNA blk,TrxR1 inh,JMJD2A Tudor,12-LOX inh,Pin1 inhibitor,RGS4 inhibitor
COc1cccc2c1Oc1ncccc1N(C(=O)CCC(=O)NCc1ccccc1F)C2,-0.1%,-1.5%,22.0%[57 µM],-2.4%,3.7%,-2.3%,-6.7%,-0.3%,-5.7%
CCOc1ccc(C(=O)NCCS(=O)(=O)N2CCN(c3ccccc3F)CC2)cc1OCC,-6.4%,7.7%,20.3%[57 µM],-2.7%,10.9%[57.1 µM],-1.0%,-22.0%,2.9%,-4.4%
O=S1(=O)N=C2CCCCCN2C(c2ccc(F)cc2)N1 (stereo unspecified),-7.7%,-6.0%,25.9%,-6.0%,-0.7%[57.1 µM],-13.8%,0.0%,0.2%,-4.3%
O=C(CNCc1ccccc1)Nc1ccccc1-c1ccccc1,i,5.5%,9.9%,12.3%,11.1%[57.1 µM],-6.0%,-5.6%,-3.2%,10.4%
CCOc1ccc2nc(NC(=O)C3=NN(c4ccccc4)C(=O)CC3)sc2c1,-2.3%,1.0%,18.1%,-1.0%,-3.5%,-25.4%,-7.5%,19.0%,15.5%
O=C(O)CSc1nnc(COc2cccc3cccnc23)n1-c1cccc(C(F)(F)F)c1,-0.6%,-8.1%,67.0%[activator],-11.8%,-2.3%[57.1 µM],5.8%,1.4%,-12.5%,-41.4%
NC(=O)N/N=C/c1ccc([N+](=O)[O-])o1,-5.8%,-16.2%,59.1%[activator],21.5%,7.08µM*,-4.3%,-9.7%,-2.1%,-3.0%
CC(OC(=O)CCN1C(=O)C2CC=CCC2C1=O)C(=O)c1ccc(F)cc1 (stereo unspecified),3.1%,11.0%,31.8%,-6.8%,1.6%,-9.1%,10.2%,0.1%,6.2%
CCCS(=O)(=O)c1c(S(=O)(=O)CCC)c2cc(C(C)(C)C)ccn2c1C(=O)c1ccccc1,-2.2%,-1.3%,25.0%,-0.1%,-7.4%,?,-20.8%,?,12.2%
CN(C)c1nc(SCc2ccccc2Cl)nc2c1CCCC2,i,9.3%,125.2%,-12.1%,14.7%[57.1 µM],125.3%[activator],/,-2.6%,22.4%
O=C(Nc1ccccc1)c1cccc2c(=O)c3c([nH]c12)CCCC3,6.6%,-0.7%,23.7%,-2.3%,6.4%,-5.0%,-17.8%,-2.9%,6.8%
Cc1ccc(SCC(=O)O/N=C(\N)c2ccc([N+](=O)[O-])cc2)cc1,-13.3%,-1.6%,?,11.1%,12.4%[57.1 µM],?,26.2%,-6.5%,-14.5%
COc1nc(-c2ccccc2)cc(-c2ccc(OC)c(OC)c2)n1,-6.4%,-0.4%,99.1%,-3.9%,85.7%[activator],27.6%,-20.2%,0.9%,-17.5%
COc1ccc(-c2nc(CN3CCN(C(=O)c4ccco4)CC3)c(C)o2)c(OC)c1C,6.0%,10.7%,14.9%,18.4%,?,-17.2%,3.1%,3.9%,0.7%
Oc1cc(-c2ccncc2)cc2cccnc12,-1.0%,20.8%,47.2%[activator],/,18.4%[57.1 µM],44.7µM*,?,-16.3%,16.0%
CC1=CC(=O)[C@@H](OC(=O)Nc2ccc(C)cc2)[C@@H](c2ccccc2Br)N1C,4.2%,2.2%,18.9%,-16.4%,13.1%,-5.1%,-7.4%,-1.6%,23.0%
S=c1[nH]nc(COc2ccccc2)n1-c1ccccc1,i,0.0%,14.6%,0.6%,-9.8%[57.1 µM],12.6µM*,?,-0.2%,-18.8%
Cc1cccc(OCC(=O)OCc2cc(=O)n3nc(C4CCCCC4)sc3n2)c1,-0.4%,4.7%,61.0%[activator],1.4%,15.5%[57.1 µM],-24.0%,0.2%,19.5%,-1.5%
CC1=C(C(=O)OCc2ccc3c(c2)OCO3)C(c2ccc(O)c([N+](=O)[O-])c2)NC(=O)N1 (stereo unspecified),-1.6%,0.0%,4.9%,2.6%,6.8%[57.1 µM],-14.8%,-3.5%,-0.6%,?
Cc1nnc(NC(=O)CSc2ccccc2N)s1,3.0%,10.0%,26.7%,-5.0%,2.7%,-18.1%,-6.2%,5.1%,-8.8%
Cc1ccc(CNC(=O)CSc2nc(C)cs2)cc1,i,-15.7%,57.9%[activator],5.1%,16.0%,-14.0%,0.0%,0.1%,-28.6%[56.9 µM]
COC(=O)[C@H]1CN(C(=O)c2ccccc2)C(=O)N1,-0.3%,6.5%,22.2%,-4.5%,21.3%,-7.1%,10.3%,-13.6%,-0.3%
O=C(NN1CCCCC1)c1cnn2c(C(F)F)cc(-c3ccccc3)nc12,-4.2%,2.5%,32.9%,0.8%,12.7%,-13.2%,-1.1%,-11.4%,5.2%
CCC1=C(c2ccc(C)cc2)S(=O)(=O)N=C1N1CCC(C(=O)NCCCN2CCCCC2)CC1,-3.3%,-1.1%,25.9%,8.5%,15.8%,-12.0%,-14.9%,-3.3%,-26.2%
COC(=O)c1ccc(Cn2nnc3sc4c(c3c2=O)CCCC4)cc1,/,-4.8%,30.5%,-25.1%,23.6%,-8.9%,5.2%,7.9%,12.3%
CCOc1ccc(CCNC(=O)c2ccc3c(c2)sc2nc(-c4ccc(F)cc4)cn23)cc1OCC,-3.0%,-5.0%,25.7%,-5.2%,5.0%,-11.3%,-38.9%,10.5%,12.7%
CCOC(CNc1cc(C)nc2c(-c3ccccc3OC)c(C)nn12)OCC,i,-4.5%,41.3%[activator],-2.9%,1.3%,-4.1%,48.7%[activator],-11.7%,-10.1%
CC(C)CN(C(=O)COC(=O)CSc1ccc(Br)cc1)C1CCS(=O)(=O)C1 (stereo unspecified),i,0.6%,4.8%,-0.4%,-15.9%,-13.1%,3.2%,0.3%,27.3%
COc1ccc(C(C)(C)C)cc1NC(=O)c1cccc(S(=O)(=O)N2CCN(C(C)=O)CC2)c1,i,2.0%,17.7%[57 µM],6.7%,20.3%,-8.1%,19.8%,3.9%,7.6%
CCOP(=O)(OCC)c1nc(-c2ccc(C)cc2)oc1N1CCOCC1,i,-7.0%,16.8%,-10.4%,-31.7%,-9.1%,-4.0%&0.0%,0.4%,1.9%
O=C(Nc1ccc2snnc2c1)N1CCSCC1,-0.9%,-9.2%,44.7%[activator],-9.2%,4.5%,5.7%,0.0%,6.9%,-1.1%
O=S(=O)(CCOc1ccccc1)N1CCOCC1,0.1%,-3.0%,15.8%,-4.5%,-22.7%,4.1%,11.1%,2.4%,21.9%
COc1ccccc1/C=N/Nc1nc(C)cc(C)n1,2.1%,-12.6%,37.9%,-1.2%,13.5%[57.1 µM],8.6%,0.0%,-6.4%,8.2%
Cc1ccc(NC(=O)CN(C)C(=O)COC(=O)CCS(=O)(=O)c2ccc(C)cc2)cc1,-9.8%,3.8%,9.9%,-9.0%,-4.8%,-7.6%,0.0%,-10.1%,19.4%
FC(F)Oc1ccc(NC(=S)NCC2COc3ccccc3O2)cc1 (stereo unspecified),i,5.4%,33.0%,-8.0%,7.2%,-7.4%,-11.0%,-6.4%,17.2%
C=CCN1C(=O)C(Cc2ccc(C)cc2)S/C1=N/N=C/c1ccco1 (stereo unspecified),-0.8%,1.4%,20.0%,/,-21.7%,-5.2%,-5.6%,-0.1%,3.9%
O=C(Nc1nnc(C2CC2)s1)C1Cc2ccccc2CN1S(=O)(=O)c1cccs1 (stereo unspecified),i,-1.3%,31.4%,-3.2%,1.8%[57.1 µM],-15.4%,0.0%,14.7%,?
CC(C)(C)N1CC(C(=O)O)CC1=O (stereo unspecified),4.9%,3.5%,16.9%,-1.3%,27.8%[57.1 µM],0.0%,?,5.2%,-1.0%
Oc1ccc(-c2[nH]ncc2-c2cccc3cccnc23)c(O)c1,-0.7%,-4.0%,21.0%,/,15.2%,?,-12.7%,0.3%,-1.7%
C/C(=N\NC(=O)c1ccc(O)cc1)c1ccc(N2CCOCC2)cc1,-9.1%,13.7%,6.6%,2.3%,3.6%[57.1 µM],6.0%[11.4 µM],-10.8%,0.2%,?
Cc1ccc(-c2nc3ccccn3c2Nc2ccc3c(c2)OCO3)o1,-3.5%,3.0%,?,0.7%,?,50.1µM*,?,-3.1%,?
CN(C)c1cccc(C(=O)NC2CCCc3ccccc32)c1 (stereo unspecified),-4.7%,25.5%,-17.1%,8.4%,14.0%,?,?,-0.3%,-6.3%

# Entries of single compounds, looked up by structure:
# O=C(Nc1ccc2snnc2c1)N1CCSCC1 is listed with Tb PGK inh = -0.9%; GLS inhibitor = -9.2%; HP1b chromo inh = 44.7%[activator]; ERG Ets-DNA blk = -9.2%; TrxR1 inh = 4.5%; JMJD2A Tudor = 5.7%; 12-LOX inh = 0.0%; Pin1 inhibitor = 6.9%; RGS4 inhibitor = -1.1%
# FC(F)Oc1ccc(NC(=S)NCC2COc3ccccc3O2)cc1 (stereo unspecified) is listed with Tb PGK inh = i; GLS inhibitor = 5.4%; HP1b chromo inh = 33.0%; ERG Ets-DNA blk = -8.0%; TrxR1 inh = 7.2%; JMJD2A Tudor = -7.4%; 12-LOX inh = -11.0%; Pin1 inhibitor = -6.4%; RGS4 inhibitor = 17.2%
